HRas wt GTP bind = changes GTP binding to wildtype human HRas | P01112 | GST-Ras wt beads, Bodipy-FL-GTP binding, flow cytometry; actives lie on both sides | GTP binding activity, % at 10 µM | 190,000 compounds, 0.14% hits;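 active means GTP binding activity at least 20% away from the 100% baseline, either lowered as inhibitor or raised as activator; inconclusive means flagged as likely green fluorescent, judged across all proteins in the well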;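 further: 0% = unlabeled GTP competition control and 100% = no-compound control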
Rac1 wt modul = human Rac1 wildtype GTP binding, inhibitors and activators; 190,000 compounds, 0.27% hits; AID 757; P63000; GST-Rac1 beads, fluorescent GTP binding, flow cytometry; actives lie on both sides; 0 = cold GTP competed, 100 = untreated; GTP binding activity (% of control), % at 10 µM;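 active means GTP binding activity at least 20 points away from the 100% control level, either lower or higher; inconclusive means compound flagged as likely green fluorescent, judged across all proteins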
GSH fluor = GSH bead compound fluorescence profile | GSH beads flow cytometry, compound fluorescence 488/530 nm; stronger effect = higher value | fluorescence (KMESF) at 10 µM | 190,000 compounds, 0.25% hits; in the data active means fluorescence above about 89;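 further: glutathione beads carrying GST-tagged Bcl family fusion proteins plus one bare bead set; values are compound well signal with DMSO vehicle wells as background; inactives centre near 16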
ABCG2 inh = human ABCG2 inhibition, ABCB1 as counter-screen | Q9UNQ0 | IgMXP3 cells, JC-1 efflux, flow cytometry | 190,000 compounds, 0.1% hits | inhibition, % at 6.6 µM;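 active means inhibition above 80%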;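 further: 0% = DMSO and 100% = nicardipine control wells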
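Assay system – ABCG2 IgMXP3 and barcoded ABCB1 CCRF-Adr cell mix · Input – 3 million cells/mL in well · Reagent – JC-1 fluorescent substrate · Compound – single test compound dose, 6.6 µM final · Timing – 10 min exposure at 25 °C with rotation, no wash · Detection – flow cytometry of retained JC-1 fluorescence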
Rac1 mut GTP = alters GTP binding to activated mutant human Rac1 | GST-Rac1 activated beads, fluorescent GTP binding, flow cytometry; actives lie on both sides; 100% means binding = to untreated wells | percent activity (GTP binding), % at 10 µM | 190,000 compounds, 0.11% hits;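 active means GTP binding at least 20 percentage points away from the 100% baseline, in either direction, so actives lie on both sides; inconclusive means Compound likely fluorescent itself, or too few beads counted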
Cdc42 wt = changes GTP binding to wildtype human Cdc42; GST-Cdc42 beads, Bodipy-GTP binding, flow cytometry; actives lie on both sides; percent activity (GTP binding), % at 10 µM; 190,000 compounds, 0.2% hits; AID 761;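 active means percent activity GTP binding at least 20 points away from the 100% baseline, either down as inhibitor or up as activator; inconclusive means compound flagged as likely green fluorescent from well-wide comparison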;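 further: median bead fluorescence of bound Bodipy-FL-GTP at 100 nM; 0% = excess unlabeled GTP control and 100% = no compound control; below 100% means less GTP binding so inhibitor and above means activator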
ABCB1 block = blocks JC-1 efflux by human ABCB1 transporter | AID 1326 | inhibition, % at 6.6 µM | CCRF-Adr cells, flow cytometry | 190,000 compounds, 0.067% hits; in the data active means inhibition above about 40%;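 further: 0% = vehicle and 100% = reference inhibitor; higher value means more JC-1 retained so stronger ABCB1 efflux block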
Target sequence (P08183 whole entry, looked up): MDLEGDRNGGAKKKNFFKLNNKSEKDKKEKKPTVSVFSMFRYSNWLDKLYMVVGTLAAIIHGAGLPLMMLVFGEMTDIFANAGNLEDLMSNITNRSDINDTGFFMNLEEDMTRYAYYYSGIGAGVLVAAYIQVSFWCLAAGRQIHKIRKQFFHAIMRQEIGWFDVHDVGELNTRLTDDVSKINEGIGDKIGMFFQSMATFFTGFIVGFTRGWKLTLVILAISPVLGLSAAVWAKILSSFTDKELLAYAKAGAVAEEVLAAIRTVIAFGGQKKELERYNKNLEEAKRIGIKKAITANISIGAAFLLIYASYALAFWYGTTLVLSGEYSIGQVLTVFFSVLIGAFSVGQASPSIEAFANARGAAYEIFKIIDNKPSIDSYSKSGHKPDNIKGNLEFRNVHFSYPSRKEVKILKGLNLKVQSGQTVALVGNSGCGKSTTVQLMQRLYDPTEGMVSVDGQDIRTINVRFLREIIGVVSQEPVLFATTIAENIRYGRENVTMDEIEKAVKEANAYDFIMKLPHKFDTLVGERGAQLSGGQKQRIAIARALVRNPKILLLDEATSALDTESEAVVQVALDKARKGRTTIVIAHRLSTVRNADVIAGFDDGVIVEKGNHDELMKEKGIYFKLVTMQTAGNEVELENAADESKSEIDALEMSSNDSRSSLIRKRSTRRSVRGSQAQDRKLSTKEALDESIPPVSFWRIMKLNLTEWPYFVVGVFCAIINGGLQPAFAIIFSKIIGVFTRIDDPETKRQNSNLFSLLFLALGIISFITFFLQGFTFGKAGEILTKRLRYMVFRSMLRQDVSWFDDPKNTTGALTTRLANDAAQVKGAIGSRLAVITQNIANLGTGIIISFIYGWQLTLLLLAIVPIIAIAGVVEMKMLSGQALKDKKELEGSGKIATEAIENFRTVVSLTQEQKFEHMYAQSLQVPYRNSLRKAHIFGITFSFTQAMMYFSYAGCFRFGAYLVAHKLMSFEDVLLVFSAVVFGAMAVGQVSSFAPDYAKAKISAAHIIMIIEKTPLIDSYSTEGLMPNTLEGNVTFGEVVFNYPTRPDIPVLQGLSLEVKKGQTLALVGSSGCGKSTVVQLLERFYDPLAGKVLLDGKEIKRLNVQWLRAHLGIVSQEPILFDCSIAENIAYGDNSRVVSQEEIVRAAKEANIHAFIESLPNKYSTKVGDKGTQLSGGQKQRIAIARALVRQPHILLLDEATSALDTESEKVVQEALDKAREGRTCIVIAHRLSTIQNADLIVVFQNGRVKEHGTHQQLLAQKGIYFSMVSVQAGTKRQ
Rab7 wt modul = alters GTP binding to wildtype dog Rab7. GST-Rab7 beads, fluorescent GTP binding, flow cytometry; actives lie on both sides; untreated = 100%, excess cold GTP = 0%. GTP binding activity (percent of control), % at 10 µM. 190,000 compounds, 0.055% hits. AID 758;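 active means fluorescent GTP binding to Rab7 beads changed by at least 20 points from the 100% baseline, either direction, mostly lower; inconclusive means compound itself probably fluorescent, or too few beads counted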;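 further: median green fluorescence of bound Bodipy-FL-GTP per Rab7 bead population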
Avidin bead fluor = avidin bead compound fluorescence profile; Avidin beads, compound fluorescence 488/530 nm, flow cytometry; stronger effect = higher value; fluorescence (KMESF) at 10 µM; 220,000 compounds, 0.38% hits; AID 1775; in the data active means fluorescence above about 47; further: inactives centre near 10
Rab2 wt GTP = changes GTP binding to wildtype dog Rab2A, up or down | GST-Rab2 wt beads, Bodipy-GTP binding, flow cytometry | GTP binding activity, % at 10 µM | 190,000 compounds, 0.19% hits | AID 760;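 active means GTP binding activity at least 20 points away from 100%, either lowered or raised; inconclusive means signal likely due to the compound's own green fluorescence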;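 further: 0% = beads with excess unlabeled GTP and 100% = no-compound control corrected for plate trend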
Pf gametocyte = P. falciparum stage V gametocyte viability inhibition. inhibition, % at 10.9 µM. P. falciparum stage V gametocytes, ATP luminescence, 24 h. 150,000 compounds, 0.065% hits. AID 743093;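 active means inhibition above the mean plus 3 SD of compounds within the control limits, set per campaign, cut at about 38% in these data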;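 further: 0% = DMSO wells and 100% = medium only without gametocytes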
Numbers without * were called inactive; ? = inconclusive; . = not tested or not shown.

SMILES	HRas wt GTP bind	Rac1 wt modul	GSH fluor	ABCG2 inh	Rac1 mut GTP	Cdc42 wt	ABCB1 block	Rab7 wt modul	Avidin bead fluor	Rab2 wt GTP	Pf gametocyte
O=C(/C=C/c1c(Cl)cccc1Cl)N1CCN(c2ncccn2)CC1	98	99	12	20	97	99	1.9	96	6	97	17
O=C1CCCCC1Sc1nnc(Cc2cccs2)n1CCc1ccccc1 (stereo not given)	100	105	15	0	100	102	0.0	102	26	99	.
Cc1cc(C)nc(NC2=NCC(=O)N2c2ccc(F)c(Cl)c2)n1	94	91	32	10	94	96	0.0	93	10	93	.
COc1ccc(S(=O)(=O)N(CCCN2CCOCC2)Cc2cccc(OC)c2OC)cc1	96	98	34	0	98	99	1.3	96	15	98	.
Nc1ccccc1Sc1ccccc1[N+](=O)[O-]	100	102	12	2	101	103	0.4	96	6	99	-8
CN1C(=O)C(O)(C2COC(C)(C)CC2=O)c2cc(Br)ccc21 (stereo not given)	98	105	36	32	99	101	-1.9	99	15	101	0
O=C(N/N=C/c1cn(-c2ccccc2)nc1-c1ccccc1)c1ccco1	99	99	39	10	98	99	1.1	97	7	97	6
CCCCCOC(=O)Cc1c(O)c2ccccc2[nH]c1=O	96	94	15	0	95	96	0.1	99	7	95	.
COC(=O)c1cc(C)sc1NC(=O)C1C2C=CC(CC2)C1C(=O)O (stereo not given)	95	102	11	-3	96	97	1.1	98	6	96	-5
O=C(c1ccccc1)c1cnc(Nc2ccccc2Cl)s1	102	101	13	0	100	106	-0.2	100	33	101	.
CCn1c(=O)cc(OCC(=O)Nc2cccc(C)n2)c2ccccc21	100	104	23	28	100	102	1.6	100	27	100	.
CC(c1ccccc1)N1CCn2c(nc3cc(NC(=O)c4cccs4)ccc32)C1 (stereo not given)	98	100	8	2	99	100	0.9	98	9	94	.
CN1CCN(CC(=O)N(Cc2c(C#N)c3ccccc3n2C)c2ccccc2)CC1	101	105	20	0	101	103	0.5	100	16	103	.
Cc1ccc(CC2C(=O)N(c3nc(C)cc(C)n3)C(=O)C2C)cc1 (stereo not given)	100	102	15	0	99	100	0.3	104	8	96	-7
O=C(O)c1c2c(nc3ccccc13)/C(=C/c1ccc(O)cc1)CCC2	96	92	13	1	92	94	0.1	102	11	95	4
CCC(=O)N(Cc1ccco1)c1nc(-c2cc(OC)ccc2OC)cs1	100	108	20	4	100	99	-0.5	96	33	99	-7
CCOC(=O)C1CCCN(S(=O)(=O)c2ccc(S(N)(=O)=O)cc2)C1 (stereo not given)	98	102	10	0	96	98	-0.1	102	9	101	-5
Cc1cc(-c2ccccc2)nc(SCC(=O)N2CCCC2)n1	98	99	15	1	96	97	-0.1	96	8	96	.
COc1ccc(C(=O)C2CCCN(C(=O)/C=C/c3ccccn3)C2)c(C)c1 (stereo not given)	96	101	16	8	93	98	-0.3	95	9	96	-18
CC(NC(=O)COC(=O)c1ccc(Cl)cc1O)c1ccc(F)cc1 (stereo not given)	103	101	15	3	99	97	1.1	109	22	100	20
CSCCCNC(=S)Nc1cccc(S(=O)(=O)NC2=NCCC2)c1	97	95	16	2	96	97	0.6	95	8	99	-34
CC1CCCCN1C(C(=O)O)c1ccccc1 (stereo not given)	96	97	29	2	95	96	0.3	99	9	97	8
CN1C(=S)SC(N(O)C(=O)Nc2ccccc2)C1(C)C (stereo not given)	103	111	5	3	102	105	0.8	98	7	102	22
Cc1ccc(-n2c(=O)[nH]c3c(C(N)=O)nc(CC(C)C)nc32)cc1	103	105	43	1	100	104	0.1	103	5	104	.
Cc1oc(C(=O)O)cc1CSc1nnc(-c2ccccc2)n1C	95	99	33	.	99	96	1.6	95	12	98	9
Cc1cc(NC(=O)CSc2nnc(C)n2-c2ccccc2)no1	95	97	27	5	95	94	1.1	95	26	97	9
CC1CN(c2cc(=O)n(-c3cccc(Br)c3)c(=O)[nH]2)CC(C)O1 (stereo not given)	102	105	14	-1	100	103	0.0	99	7	102	.
COc1ccc(Cl)cc1NC(=O)C(C)N(C)Cc1ccc(C(F)(F)F)cc1 (stereo not given)	100	105	10	14	103	101	1.8	98	11	100	-6
CCCCSc1nc(O)cc(=O)n1CC	93	94	10	1	90	93	-0.7	93	9	92	19
N#Cc1nc(-c2ccc(OCc3ccc(Cl)cc3)cc2)oc1N1CCOCC1	102	103	36	1	100	101	0.2	103	5	101	-10
COc1ccc(-c2nc[nH]c2[N+](=O)[O-])cc1	96	99	13	14	95	94	0.2	97	11	97	6
CCOC(=O)C1=C(C)N(CCCC(=O)NCc2ccc3c(c2)OCO3)C(=O)NC1c1ccc(Br)cc1 (stereo not given)	102	103	18	1	96	102	0.7	105	10	98	29
CCCNC(=O)c1ccc2nc(-c3ccccc3)c(-c3ccccc3)nc2c1	96	97	31	-1	97	97	-1.7	96	7	94	-5
CSc1cccc(NC(=O)C2CCCN2S(=O)(=O)c2ccc(Br)s2)c1 (stereo not given)	104	108	62	14	99	103	2.1	104	3	102	-3
COc1ccc(/C=C/C(=O)O)cc1COc1ccccc1C	101	101	17	23	98	102	0.8	101	19	99	-2
O=C(CSc1nccc(=O)[nH]1)N1N=C2/C(=C/c3ccco3)CCCC2C1c1ccco1 (stereo not given)	96	91	12	-1	92	90	-0.6	95	16	92	-5
Cc1nc2cc(NC(=O)N3c4ccccc4CC3C)ccc2n1C (stereo not given)	102	101	16	0	99	103	0.0	101	34	100	1
CN1CCN(c2ccc(NC(=O)c3sc4ccccc4c3Cl)cc2)CC1	99	95	9	0	95	93	-0.3	105	30	96	5
C/C(=N\NC(=O)c1cccnc1)c1cc2ccccc2o1	?	?	11	5	?	?	-0.1	?	5	?	28
COc1ccc(-n2c(=O)c3ccccc3n(CC(=O)OCc3ccccc3)c2=O)cc1OC	106	104	16	1	101	103	1.2	110	12	108	20
COc1ccc(-c2cc(C(=O)N/N=C/c3ccc4c(c3)OCO4)c3ccccc3n2)c(OC)c1	100	102	15	5	102	100	2.0	105	11	98	.
Cc1cc(NC(=O)Cn2cnc3sc(C)c(-c4ccccc4)c3c2=O)no1	101	99	19	5	98	101	0.7	97	23	99	.
Cc1nc2c(C#N)c(C)[nH]n2c(=O)c1Cc1ccccc1	96	98	28	-1	96	95	-0.3	98	7	96	-17
CC(=O)OC(C)CS(=O)(=O)c1ccccc1 (stereo not given)	97	94	10	1	93	93	0.4	103	5	97	-15
CCOc1ccc2cc(C#N)c(SCC(=O)N3CCC(C)CC3)nc2c1	100	101	13	12	97	99	5.5	103	19	99	4

11 entries out of the list, sorted by length of the SMILES, largest number first.
SMILES	HRas wt GTP bind	Rac1 wt modul	GSH fluor	ABCG2 inh	Rac1 mut GTP	Cdc42 wt	ABCB1 block	Rab7 wt modul	Avidin bead fluor	Rab2 wt GTP	Pf gametocyte
CCOC(=O)C1=C(C)N(CCCC(=O)NCc2ccc3c(c2)OCO3)C(=O)NC1c1ccc(Br)cc1 (stereo not given)	102	103	18	1	96	102	0.7	105	10	98	29
COc1ccc(-c2cc(C(=O)N/N=C/c3ccc4c(c3)OCO4)c3ccccc3n2)c(OC)c1	100	102	15	5	102	100	2.0	105	11	98	.
O=C(CSc1nccc(=O)[nH]1)N1N=C2/C(=C/c3ccco3)CCCC2C1c1ccco1 (stereo not given)	96	91	12	-1	92	90	-0.6	95	16	92	-5
COc1ccc(-n2c(=O)c3ccccc3n(CC(=O)OCc3ccccc3)c2=O)cc1OC	106	104	16	1	101	103	1.2	110	12	108	20
CSc1cccc(NC(=O)C2CCCN2S(=O)(=O)c2ccc(Br)s2)c1 (stereo not given)	104	108	62	14	99	103	2.1	104	3	102	-3
CN1CCN(c2ccc(NC(=O)c3sc4ccccc4c3Cl)cc2)CC1	99	95	9	0	95	93	-0.3	105	30	96	5
Cc1nc2c(C#N)c(C)[nH]n2c(=O)c1Cc1ccccc1	96	98	28	-1	96	95	-0.3	98	7	96	-17
Cc1nc2cc(NC(=O)N3c4ccccc4CC3C)ccc2n1C (stereo not given)	102	101	16	0	99	103	0.0	101	34	100	1
COc1ccc(-c2nc[nH]c2[N+](=O)[O-])cc1	96	99	13	14	95	94	0.2	97	11	97	6
COc1ccc(/C=C/C(=O)O)cc1COc1ccccc1C	101	101	17	23	98	102	0.8	101	19	99	-2
CC(=O)OC(C)CS(=O)(=O)c1ccccc1 (stereo not given)	97	94	10	1	93	93	0.4	103	5	97	-15

Other compounds follow:
SMILES	HRas wt GTP bind	Rac1 wt modul	GSH fluor	ABCG2 inh	Rac1 mut GTP	Cdc42 wt	ABCB1 block	Rab7 wt modul	Avidin bead fluor	Rab2 wt GTP	Pf gametocyte
O=c1c(Cc2ccccc2O)c(O)nc2n1CCCS2	98	99	14	2	97	97	0.3	102	28	97	.
Cc1nc(SCC(=O)N2CC(=O)Nc3ccccc32)nc(C)c1C	99	95	10	0	94	96	-0.2	102	8	99	12
O=C(COc1ccc(S(=O)(=O)NCc2ccccc2)cc1Cl)N1CCOCC1	102	102	55	4	100	103	0.7	102	14	101	.
CCC(=O)N1CCc2cc(Br)cc(S(=O)(=O)NCCN3CCCCC3C)c21 (stereo not given)	101	98	11	1	99	102	0.1	102	8	102	.
N#Cc1cc(O)c(-n2nnc3ccccc32)cc1C#N	88	88	12	2	89	91	0.3	94	16	91	11
CCOC(=O)N1CCN(C(=O)c2ccc3c(=O)n(CCc4ccccc4)c(=S)[nH]c3c2)CC1	103	101	16	5	99	99	1.0	96	15	101	14
CCN1C(=O)c2cccc3c(NC(=O)c4cccc(N5C(=O)CCC5=O)c4)ccc1c23	97	96	17	1	97	94	0.2	93	16	96	.
NC(=O)COC(=O)CN1C(=O)C2CCCCC2C1=O (stereo not given)	98	101	12	0	98	101	-0.1	97	13	100	.
COc1ccc(/C(N)=N/OC(=O)CSc2ccccc2)cc1OC	100	105	28	1	100	103	0.0	98	5	98	.
CC1CCc2nc3ccccc3c(C(=O)OCC(=O)N(C)C3CCS(=O)(=O)C3)c2C1 (stereo not given)	104	101	18	-2	99	102	-0.6	110	9	104	-31
Cc1ccc(C(=O)CSc2nc3ccccc3o2)cc1	100	103	33	14	100	100	0.7	102	14	100	.
O=C(Cc1ccccc1)NCC(=O)OCC(=O)c1cccc([N+](=O)[O-])c1	?	?	14	0	?	?	-0.1	?	12	?	22

High-throughput results (PubChem BioAssay)
